# PMI act satM6P = PMI (human) activation, high substrate; P34949; coupled PMI enzyme assay, resazurin fluorescence, 20 min; active compounds read high; 1 = untreated enzyme, 0 = substrate-free blank; activation factor at 20 µM; 190,000 tested, 0.34% active;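 active = activation factor of 2 or more at 20 µM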
# Target sequence (P34949 whole entry, looked up): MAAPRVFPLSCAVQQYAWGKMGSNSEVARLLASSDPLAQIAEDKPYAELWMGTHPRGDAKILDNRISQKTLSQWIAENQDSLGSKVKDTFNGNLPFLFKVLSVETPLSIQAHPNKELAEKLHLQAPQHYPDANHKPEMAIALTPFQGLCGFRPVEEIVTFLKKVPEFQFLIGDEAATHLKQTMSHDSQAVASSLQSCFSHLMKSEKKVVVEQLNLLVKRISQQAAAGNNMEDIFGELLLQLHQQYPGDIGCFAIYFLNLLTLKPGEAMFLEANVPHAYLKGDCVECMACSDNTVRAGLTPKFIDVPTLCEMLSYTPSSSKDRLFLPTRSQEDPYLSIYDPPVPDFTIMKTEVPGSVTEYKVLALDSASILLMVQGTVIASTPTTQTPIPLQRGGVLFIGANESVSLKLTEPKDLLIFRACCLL
#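 test system = human PMI in coupled enzyme assay | medium = HEPES-buffered pH 7.4 with magnesium and detergent | also added = 1.0 mM mannose-6-phosphate substrate with 0.22 mM NADP+ | compound = 20 µM single dose | times = 20 min incubation at room temperature | measured by = resorufin fluorescence (Ex 544/Em 590 nm) from resazurin via diaphorase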
# NF-kB neuron act = raises NF-kB expression in human neuronal cells; NF-kB reporter expression; active compounds read high; fold change at 12.5 µM; 190,000 tested, 1.6% active; AID 1239; in the data active = fold change above about 3.3
# APP 5'UTR act = activates APP 5'UTR luciferase reporter. activation, % at 2 µM. SH-SY5Y APP 5'UTR luciferase reporter, luminescence; zero percent = DMSO vehicle wells. 190,000 tested, 1% active;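 active = activation above a set limit, based on mean plus 3 SD of controls, cut at about 140% in these data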; also: values of inactives mirror those of a sister screen read the other way
# TNAP act hi DEA = TNAP (human) activation, high acceptor. purified TNAP, CDP-star luminescence, 1 M DEA, 30 min; active compounds read high; 0 = EDTA background, 1 = DMSO-only activity. activation factor at 20 µM. 200,000 tested, under 10 active. AID 1136;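 active = activation factor at least 2 at 20 µM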
#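 Dosing: 20 µM single point. System: human TNAP. Amount: TNAP 1/800 final. Incubation: 30 min, room temperature. Read-out: TNAP activation factor scaled between EDTA and DMSO control wells. Signal: luminescence from CDP-star hydrolysis. Medium: 1 M DEA, pH 9.8, Mg2+, Zn2+. Control set: EDTA negative control, DMSO positive control.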
# TNAP inh hi DEA = inhibitors of human TNAP at high phosphate acceptor concentration. purified TNAP, CDP-star luminescence, 1 M DEA. 200,000 tested, 0.03% active. inhibition, % at 20 µM. P05186. AID 1135;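 active = over 50% inhibition of tissue-nonspecific alkaline phosphatase at 20 µM in the single-dose screen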;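 also: plate controls were DMSO wells for no effect and EDTA-quenched wells as full inhibition for full effect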
# FLuc inhib CS = Photinus pyralis luciferase inhibition counter-screen; ATPLite firefly luciferase biochemical luminescence, 10 min; inhibition, % at 10 µM; 200,000 tested, 1.5% active; AID 1006;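 active = inhibition above about 50% when tested at 10 µM, limit read from the data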
# Target sequence (P08659 whole entry, looked up): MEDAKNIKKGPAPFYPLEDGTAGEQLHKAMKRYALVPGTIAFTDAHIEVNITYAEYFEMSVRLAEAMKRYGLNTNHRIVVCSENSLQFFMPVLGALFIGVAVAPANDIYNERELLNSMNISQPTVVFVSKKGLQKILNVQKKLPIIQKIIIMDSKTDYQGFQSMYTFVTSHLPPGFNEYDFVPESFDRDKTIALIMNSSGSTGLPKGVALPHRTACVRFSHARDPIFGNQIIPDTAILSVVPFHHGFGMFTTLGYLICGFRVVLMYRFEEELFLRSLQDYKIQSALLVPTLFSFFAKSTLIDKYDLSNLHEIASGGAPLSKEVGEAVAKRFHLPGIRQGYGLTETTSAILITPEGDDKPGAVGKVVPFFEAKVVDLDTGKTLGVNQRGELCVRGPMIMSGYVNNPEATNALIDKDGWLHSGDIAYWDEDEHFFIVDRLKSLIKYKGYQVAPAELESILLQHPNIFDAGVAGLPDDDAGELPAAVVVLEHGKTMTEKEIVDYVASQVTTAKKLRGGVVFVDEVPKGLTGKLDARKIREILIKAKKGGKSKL
# bIAP act = intestinal alkaline phosphatase (bovine) activation. purified bovine IAP, CDP-star luminescence, 30 min; active compounds read high; fold of DMSO-control signal, blank-subtracted. 200,000 tested, 0.17% active. activation factor at 20 µM;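 active = activation factor of 2 or more at 20 µM, a signal rise over negative controls twice the positive control's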
# PMI act = increases human mannose-6-phosphate isomerase activity. P34949. purified human PMI, coupled resazurin fluorescence, 20 min; active compounds read high; 1 = vehicle control, 0 substrate-free wells. activation factor at 20 µM. 190,000 tested, 0.005% active;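 active = activation factor of 2 or more at 20 µM, relative to plate controls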
# FLuc act counter = firefly luciferase counter-screen for stimulation assays; ATPlite luciferase biochemical, luminescence, 10 min; 0 = ATP-free wells, 1 = DMSO control; activation factor at 10 µM; 200,000 tested, under 10 active; AID 1027;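 active = luciferase activation factor, scaled between plate controls, of at least 2 with compound at 10 µM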
#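 System: luciferase plus luciferin reagent, cell-free; medium: PBS as buffer for the ATP substrate; dosing: test compounds dosed from 2 mM stocks in 100% DMSO; timing: 10 min post-reagent at room temperature; measured by: luminescence measurement of luciferase light output; evaluation: luciferase activation, seen as luminescence increase over controls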
# TNAP inh no acc = blocks human TNAP activity with no phosphate acceptor present; P05186; purified TNAP, CDP-star luminescence, 30 min; inhibition, % at 20 µM; 200,000 tested, 0.26% active; AID 1012;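 active = tissue-nonspecific alkaline phosphatase inhibition above about 50% at 20 µM in the single-dose screen, limit read from the data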;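 also: 0% = DMSO negative control and 100% = EDTA positive control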
# * = called active by the depositor; · = not tested or not shown.
SMILES,PMI act satM6P,NF-kB neuron act,APP 5'UTR act,TNAP act hi DEA,TNAP inh hi DEA,FLuc inhib CS,bIAP act,PMI act,FLuc act counter,TNAP inh no acc
COc1cc(Cl)c(C)cc1NC(=O)CSc1cc(Cl)ccc1Cl,1,1.04,-6.4,1,2.1,-9.4,0.9,0.9,1.1,-12.0
O=C1c2ccccc2C(O)(Cc2ccccc2)N1C1CCCCC1 (configuration not stated),1.3,0.97,-9.3,1,-1.0,-6.7,0.9,1.1,1.1,-8.8
CCOC(=O)C1CCCN(C(=S)Nc2cccc(Cl)c2)C1 (configuration not stated),0.9,0.94,-3.8,1,-2.0,-3.6,0.8,0.8,1,-2.0
Cc1cc(C)n(CC(O)COCc2ccccc2)n1 (configuration not stated),1,0.99,-0.2,1,1.2,-3.4,1,1,1,-6.3
CCOc1ccc(NC(=O)N2CCCC2C(=O)NCC2CCCO2)cc1 (configuration not stated),0.9,1.04,3.3,1,-1.6,-6.1,1,0.9,1.1,-4.0
CCOC(=O)c1c(CN2CCN(C)CC2)oc2ccc(OC)cc12,1,1.27,-16.3,1,1.1,-1.7,0.9,1,1,-6.9
Cc1nn(Cc2ccccc2)c(Cl)c1C(=O)OC(C)C#N (configuration not stated),1,0.93,3.2,1,-4.1,-0.1,1.1,1,1,-15.6
CC(=O)Nc1c(Cl)cc([N+](=O)[O-])c2ccccc12,0.8,0.97,-10.6,1.1,-5.7,1.0,1.3,1,1,-11.7
CSc1ccc(/C=C/C(=O)c2ccc(NC(C)=O)cc2)cc1,0.9,0.89,6.6,1,1.2,8.9,0.9,0.9,0.9,-10.5
CC(=O)Nc1ccccc1OCC(=O)NCCC1=CCCCC1,1,0.83,26.2,1,-4.2,-4.5,1.1,1.1,1,-60.2
CC(Sc1nncn1C)C(=O)NCc1ccc2c(c1)OCO2 (configuration not stated),1,1.32,8.8,1,-4.9,-9.2,0.9,1,1.1,-7.5
c1ccc(-n2cnc3cc(NCc4ccco4)ccc32)cc1,0.7,1.49,85.9,1,0.6,40.1,1.1,0.7,0.6,-5.7
C=CCN(c1ccccc1OC)S(=O)(=O)c1cccc(C(=O)OCC(=O)c2c[nH]c3ccccc23)c1,0.9,0.48,-20.2,1,0.7,0.8,0.5,0.8,1,-13.3
CCN(CC)c1ccc(C(=O)OCC(=O)c2ccco2)cc1,0.9,1.35,27.3,1,-2.6,3.7,0.9,1,1,-6.6
CCOC(=O)C1=C(C)NC2=C(C(=O)CC(C)(C)C2)C1c1ccc2c(c1)CCCN2C (configuration not stated),2*,1.56,-2.4,1,0.7,-3.0,0.9,1.5,1,-3.6
CCOc1ccc(S(=O)(=O)N(C)c2ccc(OCC(=O)NCc3ccc(C(=O)OC)cc3)cc2)cc1,0.9,1,-3.5,1,-4.4,-2.9,1.1,1,1,-21.7
Cc1cc(C)cc(OCC(O)CN2C(=O)NC(C)(C)C2=O)c1 (configuration not stated),1.1,1,·,1.1,-5.5,-5.3,1,1,1.1,-15.1
CCCCOC(=O)Nc1ccc(C(N)=O)cc1,1.1,1.53,-7.3,1,-1.2,6.6,0.9,1.1,0.9,-1.4
CCCCNC(=O)C1c2ccccc2C(=O)N(c2ccc(OC)cc2)C1c1ccc(OC)cc1 (configuration not stated),0.9,0.89,-10.0,1,-1.6,0.2,1.3,0.9,1,-13.1
NS(=O)(=O)c1ccc(NC(=O)N2c3ccccc3Sc3ccccc32)cc1,1,0.92,5.5,0.9,8.4,3.7,1,0.9,1,5.6
O=C(CCSc1nnc(-c2ccncc2)o1)Nc1ccccc1,1,1.07,1.2,1,0.7,2.9,1,0.9,1,-8.9
O=C(COC(=O)CC(c1ccccc1)c1ccccc1)NCc1ccccc1,0.9,1.66,-11.2,1,-2.4,-2.7,1.1,0.9,1,-8.7
CN(C)c1ccc(NC(=O)CC2NCCNC2=O)cc1 (configuration not stated),1,0.91,2.6,1.1,-5.8,-4.0,1,0.9,1,-12.5
CCN(CC)CCN(Cc1cc2cccc(C)c2[nH]c1=O)C(=S)Nc1ccccc1,0.9,0.84,4.5,1,-3.7,-5.7,1.1,0.9,1.1,-2.5
COC(=O)NNC(=O)C1CCC(C)CC1 (configuration not stated),1.1,1.44,13.6,1,-1.7,-4.8,1,1.1,1,-8.6
C/C(=N/NC(=O)C1CCN(S(=O)(=O)c2ccc(C)cc2)CC1)c1cccc([N+](=O)[O-])c1,0.9,0.58,-2.4,1,-0.1,0.1,1,0.8,1,-0.6
CCCOc1cccc(C(=O)NC(=S)Nc2cccc(NC(=O)c3ccccc3Cl)c2)c1,1,0.96,-2.1,1,1.2,-5.1,1.2,0.9,1.1,-17.7
COc1cc(/C=c2/sc3nc(-c4ccccc4)c(-c4ccccc4)n3c2=O)cc(OC)c1OC,0.9,1.15,2.6,1,0.2,-2.6,1,0.8,1,-5.9
O=c1cc(CN2CCN(c3ccccc3F)CC2)c2cc(O)c(-c3ccccc3)cc2o1,0.8,1.31,24.2,1,-2.3,0.4,0.9,1,1,-9.9
CSCCC(Nc1ccc(S(=O)(=O)N2CCOCC2)cc1[N+](=O)[O-])C(=O)OCC(=O)N(C(C)C)C(C)C (configuration not stated),1,1.29,5.6,0.9,7.4,-7.8,1,0.8,1.1,-12.4
CCN(CCNC(=O)Cn1c(=O)sc2ccccc21)c1ccccc1,0.8,0.94,2.6,1.1,-8.5,-3.6,0.9,0.9,1,-15.2
COC(CNC(=O)C1CCCCC1C(=O)O)OC (configuration not stated),1,1.13,1.4,1,-4.4,-8.8,1,1.1,1.1,-8.8
O=C1NC(CCc2ccccc2)C(=O)N1Cc1ccc(Br)cc1 (configuration not stated),0.9,1.15,4.7,1,4.0,0.8,0.9,0.9,1,1.5
Cc1cc(C(=O)Nc2ccon2)c(C)o1,1,1.19,-1.9,1,-3.3,3.9,1.2,1.1,1,-8.1
Cc1ccc(S(=O)(=O)NNC(=O)CCC(=O)Nc2ccccc2)cc1,1,0.98,18.9,1,-1.3,-7.9,1,1,1.1,36.6
Cc1ccc(NC(=O)CCN2C(=O)c3ccncc3C2=O)cc1,1,1.12,-18.2,1.1,-5.4,-7.4,0.9,1,1.1,-12.1
CN1CCC2(CC1)NC(=O)NC2=O,1,1.16,19.6,1.1,-8.0,-4.8,0.9,1,1,-21.3
O=C(N/N=C/c1coc2ccccc2c1=O)c1cn(-c2ccccc2)nc1-c1ccc(F)cc1,1.1,1.23,5.6,1,1.0,-2.4,1,1,1,-3.7
COc1ccc(C(c2nnnn2Cc2cccs2)N2CCN(c3ccccc3)CC2)cc1OC (configuration not stated),1,0.98,-2.6,1.1,-9.0,-4.7,1.2,0.9,1,-13.2
CC(C)(C)NCCOCCOc1ccc(Cl)cc1C(C)(C)C,1,0.91,-17.2,1,-3.4,-4.0,1,1,1,-8.0
COc1ccc(CCNC(=O)COC(=O)C23CC4CC(CC(C4)C2)C3)cc1,1,0.98,-7.7,1,-1.4,-4.8,0.9,1,1,-7.0
CCC1=NN(S(=O)(=O)c2ccc(C)cc2)C(O)(C(F)(F)F)C1 (configuration not stated),1.2,1.18,8.0,1,-2.7,-8.6,1,1.4,1.1,-6.4
Cc1c(NC(=O)COC(=O)C(c2ccc(Cl)cc2)C(C)C)c(=O)n(-c2ccccc2)n1C (configuration not stated),0.9,1.09,·,1,1.2,-5.5,1,0.9,1.1,-6.7
NC(=O)[C@@H]1CCCNc2c(I)cc([N+](=O)[O-])cc2C(=O)N[C@@H](CCC(=O)O)C(=O)N[C@@H](CO)C(=O)N1,1,0.93,3.1,1,-1.6,-1.4,0.9,1.1,1,-10.5
Cc1cc([N+](=O)[O-])ccc1-c1ccc(/C=N/NC(=O)Cc2ccccc2)o1,0.9,1.11,-10.5,1,4.8,-2.8,1,0.9,1,6.6
C=CCn1c(SCCCC)nc(O)cc1=O,1,1.15,-16.0,1,-0.9,2.1,0.9,0.9,1,-6.0
COc1cccc(N2CCN(CC(=O)NCc3cccs3)CC2)c1,0.9,1.06,-11.0,1,-2.8,-9.3,1,0.9,1.1,0.8
COC(=O)c1sc(S(=O)(=O)NCCC(=O)O)c(C(=O)OC)c1C,0.9,0.99,28.7,1,-2.4,-4.7,1.2,0.9,1,-5.8
CN1CCC(N(C)CC(=O)Nc2cccc(Oc3ccccc3)c2)CC1,1,1.28,15.4,1,-4.5,-9.5,1.1,0.9,1.1,-9.4
O=C(Oc1ccccc1)c1cc2ccccc2oc1=O,1.1,1.09,-10.8,1.1,-6.6,8.5,1.2,1.1,0.9,10.6
# Next section
SMILES,PMI act satM6P,NF-kB neuron act,APP 5'UTR act,TNAP act hi DEA,TNAP inh hi DEA,FLuc inhib CS,bIAP act,PMI act,FLuc act counter,TNAP inh no acc
COc1ccc(N2CCN(C(C)C(=O)N3CCCC3)CC2)cc1 (configuration not stated),1.1,1.41,22.4,1.1,-6.6,-2.2,0.9,1,1,-11.2
Cc1nonc1OCCn1c([N+](=O)[O-])cnc1C,0.9,1.5,13.9,1,-0.9,-3.7,0.9,0.9,1,-6.2
Cc1cc(C)c2cc(C#N)c(SCC(=O)NCC3CCCO3)nc2c1 (configuration not stated),1.1,1.14,12.3,1,0.7,-5.6,0.9,1,1.1,-6.1
CC1CCCC(C)N1NC(=O)c1cccc(S(=O)(=O)N2CCc3ccccc32)c1 (configuration not stated),1.1,0.92,16.6,1.1,-5.4,-10.8,1.1,1.1,1.1,-7.7
COC(=O)c1ccccc1NC(=O)CSc1nnc(-c2ccoc2C)n1C,1,1.15,-1.3,1,-1.8,-2.5,1,1,1,-5.9
CC(=O)N1CCN(CC(=O)Nc2c(Cl)cc(Cl)cc2Cl)CC1,1,1.06,-7.5,1,-1.1,-1.7,1.1,0.8,1,-4.8
COc1ccc(N2CCN(C(=O)CNC(=O)c3ccc(C(C)(C)C)cc3)CC2)cc1,0.9,1.03,0.9,1,-0.7,-3.3,0.9,0.9,1,-7.1
O=C(O)CCCN=C1NC2(CCCC2)Cc2ccccc21,1,1.07,4.3,1,0.4,-3.1,1.1,1.1,1,-4.3
CC1(C)Cc2c(sc3c2c2ncnn2c2nnc(SCC(=O)NCc4ccco4)n32)CO1,1.1,0.97,-2.6,1.1,-7.2,-11.7,1,1.1,1.1,-3.1
Cc1ccc(C(=O)N/C(=C/c2ccc(-c3cccc([N+](=O)[O-])c3)o2)C(=O)NC(C)(C)C)cc1,0.9,1.29,15.8,1,-2.7,-2.9,1,0.8,1,-3.8

# Whole records from above:
# CC1CCCC(C)N1NC(=O)c1cccc(S(=O)(=O)N2CCc3ccccc32)c1 (configuration not stated) reads PMI act satM6P: 1.1; NF-kB neuron act: 0.92; APP 5'UTR act: 16.6; TNAP act hi DEA: 1.1; TNAP inh hi DEA: -5.4; FLuc inhib CS: -10.8; bIAP act: 1.1; PMI act: 1.1; FLuc act counter: 1.1; TNAP inh no acc: -7.7
# Cc1ccc(S(=O)(=O)NNC(=O)CCC(=O)Nc2ccccc2)cc1 reads PMI act satM6P: 1; NF-kB neuron act: 0.98; APP 5'UTR act: 18.9; TNAP act hi DEA: 1; TNAP inh hi DEA: -1.3; FLuc inhib CS: -7.9; bIAP act: 1; PMI act: 1; FLuc act counter: 1.1; TNAP inh no acc: 36.6

# From PubChem BioAssay
